LMP1 NFkB inh: Epstein-Barr LMP1 NF-kappaB reporter inhibition | LMP1-induced NF-kappaB luciferase reporter cells, luminescence | inhibition, % at 12.5 µM | 350,000 tested, 0.69% active; in the data active = inhibition above about 41%;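 also: 0% = neutral control wells and 100% = reference inhibitor control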
NCOA3 inh: inhibitors of human steroid receptor coactivator 3 (SRC3); Q9Y6Q9; HEK293 GAL4-SRC3 luciferase reporter, luminescence; inhibition, % at 3.6 µM; 360,000 tested, 0.17% active;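 active = inhibition above a per-campaign cutoff, the mean of all compounds plus 3 SD, cut at about 60% in these data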;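 also: 0% = DMSO-treated cells and 100% = gossypol-treated cells at 36 µM; higher means less SRC3-driven luciferase light from the GAL4 reporter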
C8 TRAIL sens: sensitizes caspase-8 expressing cells to TRAIL. NB7+C8 cells + TRAIL, ATPlite viability luminescence. inhibition (viability loss, TRAIL sensitization), % at 10 µM. 360,000 tested, 1% active. AID 624354;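 active = compounds causing at least 50% loss of cell viability in the single-dose screen, relative to plate controls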
TWEAK Fn14 block: TWEAK-Fn14 signaling inhibition; TWEAK-stimulated Fn14 reporter cells, luciferase luminescence, 8 h; inhibition, % at 10 µM; 360,000 tested, 2% active; AID 1159606; in the data active = inhibition above about 50%
KKLEB cytotox: reduces viability of KKLEB cystic fibrosis airway cells; 360,000 tested, 0.36% active; KKLEB CF airway cells viability, ATPlite luminescence, overnight; stronger effect = lower value; cells stimulated with P. aeruginosa culture filtrate; activity change (cytotoxicity), % at 5 µM;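 active = corrected activity change at or below -50% at 5 µM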
Shn3 3UTR inh: inhibitors of Schnurri-3 3'UTR reporter in osteoblasts; Clone20 osteoblast Shn3 3'UTR firefly luciferase, 24 h; 360,000 tested, 0.52% active; inhibition, % at 12.5 µM;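 active = mean inhibition of at least 75% with every replicate also reaching 75%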;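 also: 0% = median of neutral control wells and 100% = pilot-screen positive control compound; some compounds past the cut are filed as inactive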
NCOA1 inh: inhibitors of human steroid receptor coactivator 1 (SRC1) | Q15788 | HEK293 GAL4-SRC1 luciferase reporter, luminescence | inhibition, % at 3.6 µM | 360,000 tested, 0.12% active;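 active = inhibition above the campaign mean plus 3 SD, with each screening campaign given its own cutoff, cut at about 60% in these data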;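 also: 0% = DMSO treated cells and 100% = gossypol at 36 µM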
COUP-TFII inh: NR2F2 (human) inhibition, primary screen; HEK293T NGFI-A luciferase reporter, luminescence; inhibition, % at 8.6 µM; 370,000 tested, 0.7% active;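 active = inhibition above a per-plate cutoff, mean inhibition of test wells between control levels plus 3 SD, cut at about 38% in these data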;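 also: cells cotransfected with COUP-TFII expression vector driving the NGFI-A reporter; 0% = median of COUP-TF2 test wells and 100% = reporter-only cells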
Target sequence (P24468 whole entry, looked up): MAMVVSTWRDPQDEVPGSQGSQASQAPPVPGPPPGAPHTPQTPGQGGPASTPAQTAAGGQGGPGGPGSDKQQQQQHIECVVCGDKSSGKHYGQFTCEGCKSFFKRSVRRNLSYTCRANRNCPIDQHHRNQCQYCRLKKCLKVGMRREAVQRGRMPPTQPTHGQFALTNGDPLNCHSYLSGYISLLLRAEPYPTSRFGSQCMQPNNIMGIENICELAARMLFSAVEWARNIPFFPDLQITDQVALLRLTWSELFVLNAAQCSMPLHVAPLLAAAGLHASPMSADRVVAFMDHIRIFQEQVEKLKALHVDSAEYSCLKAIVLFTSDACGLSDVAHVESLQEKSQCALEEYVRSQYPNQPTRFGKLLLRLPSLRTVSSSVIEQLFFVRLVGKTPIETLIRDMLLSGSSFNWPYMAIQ
NR5A2 inv ag: suppresses constitutive activity of human LRH-1. 360,000 tested, 0.13% active. HEK293T StAR-luciferase reporter, LRH-1 transfected, 24 h. AID 602396. inhibition, % at 3.6 µM;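 active = inhibition above the mean inhibition of all tested compounds plus 3 SD, cut at about 73% in these data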;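 also: 0% = DMSO wells and 100% = reporter-only cells lacking LRH-1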
Target sequence (O00482 whole entry, looked up): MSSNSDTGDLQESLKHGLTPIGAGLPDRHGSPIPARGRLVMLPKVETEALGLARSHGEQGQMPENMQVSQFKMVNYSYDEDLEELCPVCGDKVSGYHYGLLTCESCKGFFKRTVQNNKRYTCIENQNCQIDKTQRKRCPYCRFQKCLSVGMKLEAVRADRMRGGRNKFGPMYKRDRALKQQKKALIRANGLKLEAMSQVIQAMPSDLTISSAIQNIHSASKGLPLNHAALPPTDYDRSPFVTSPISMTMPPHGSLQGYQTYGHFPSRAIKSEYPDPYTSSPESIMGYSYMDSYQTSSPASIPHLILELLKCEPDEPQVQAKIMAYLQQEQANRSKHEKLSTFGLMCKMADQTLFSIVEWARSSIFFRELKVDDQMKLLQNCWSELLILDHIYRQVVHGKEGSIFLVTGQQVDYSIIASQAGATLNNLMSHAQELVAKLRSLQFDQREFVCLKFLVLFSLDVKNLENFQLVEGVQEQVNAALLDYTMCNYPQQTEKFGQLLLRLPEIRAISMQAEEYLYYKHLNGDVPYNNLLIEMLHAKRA
CF NFkB block: inhibitors of cystic fibrosis induced NF-kB | KKLEB NF-kB-GFP reporter, PAF-induced, GFP fluorescence overnight | inhibition, % at 5 µM | 360,000 tested, 0.86% active;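 active = at least 50% inhibition at 5 µM, scaled per plate between neutral and stimulator controls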;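 also: PAF is a Pseudomonas aeruginosa culture filtrate used as stimulus; plate controls were PAF-stimulated DMSO wells for no effect and unstimulated DMSO wells for full effect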
TROY signal inh: blocks TROY-dependent signaling in reporter cells; Q293 LMP1-TROYcd NF-kB luciferase reporter, 4 h; inhibition, % at 10 µM; 360,000 tested, 0.98% active;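 active = compounds whose plate-normalised and pattern-corrected inhibition of the luciferase reporter signal at the single screening dose is 50% or more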
* = called active by the depositor; . = no result given. Not all compounds are listed. The share of hits here may be higher or lower than overall.

Start of the data: the first two compounds (preview)
canonical_smiles,LMP1 NFkB inh,NCOA3 inh,C8 TRAIL sens,TWEAK Fn14 block,KKLEB cytotox,Shn3 3UTR inh,NCOA1 inh,COUP-TFII inh,NR5A2 inv ag,CF NFkB block,TROY signal inh
Cc1ccc(S(=O)(=O)NNC(=S)NC(=O)c2ccc([N+](=O)[O-])cc2)cc1,-8,25,23,-14,10,12,-11,-5,0,-15,-16
CC(NC(=O)COc1ccc([N+](=O)[O-])cc1)c1ccccc1 (stereo not drawn),2,8,-8,4,-2,-8,-1,31,13,-9,9

The whole of this part, from the start:
canonical_smiles,LMP1 NFkB inh,NCOA3 inh,C8 TRAIL sens,TWEAK Fn14 block,KKLEB cytotox,Shn3 3UTR inh,NCOA1 inh,COUP-TFII inh,NR5A2 inv ag,CF NFkB block,TROY signal inh
Cc1ccc(S(=O)(=O)NNC(=S)NC(=O)c2ccc([N+](=O)[O-])cc2)cc1,-8,25,23,-14,10,12,-11,-5,0,-15,-16
CC(NC(=O)COc1ccc([N+](=O)[O-])cc1)c1ccccc1 (stereo not drawn),2,8,-8,4,-2,-8,-1,31,13,-9,9
O=C(O)c1cccc(Oc2cccc(Cl)n2)c1,-1,3,3,39,-2,4,-17,11,9,2,19
O=C(COc1ccccc1)NCC(=O)N1CCCC1,3,7,8,25,-15,3,-1,-16,-8,-8,0
Cc1ccc(NC(=O)c2ncc(Cl)c(Cl)c2Cl)cc1C,-46,-20,6,-31,11,-63,-22,-29,-1,-23,-54
CC(C)(C)NC(=O)CSc1nc2ccc(Nc3nc(N4CCOCC4)nc(N4CCOCC4)n3)cc2s1,3,2,7,2,-10,10,15,6,16,12,9
COCCN(C(=O)c1snc(C(N)=O)c1N)C(C(=O)NC1CCCCC1)c1ccc(OC)c(OC)c1 (stereo not drawn),2,-3,10,8,0,-37,8,13,19,6,-7
O=C(Oc1ccc(/C=N/NC(=O)c2ccccc2O)cc1)c1ccccc1,-4,3,9,-18,7,-27,-18,-13,-14,-5,-23
O=S(=O)(NCCSc1ccccc1)c1ccc2c(c1)OCCO2,-3,14,-16,6,6,2,6,-12,6,-6,-1
COc1ccc(-c2noc(CN3CCC(Cc4ccccc4)CC3)n2)cc1,5,5,0,-5,5,-18,5,.,-3,1,0
O=C(C1CCCN1S(=O)(=O)c1cccc2cccnc12)N1CCc2ccccc21 (stereo not drawn),-31,-22,-12,19,3,7,3,8,-3,3,3
Cc1ccccc1NC(=O)CSc1nc2ncc(Cl)cc2[nH]1,-2,2,8,-8,-7,-6,-6,3,32,18,-14
COc1ccc(C(=O)NC(=S)NNC(=O)COc2ccccc2)cc1,14,9,-5,63*,10,9,12,9,-29,12,17
CC1CN=C(NC2CCCCC2C)S1 (stereo not drawn),5,-10,1,0,-4,4,-2,-7,8,-2,25
NS(=O)(=O)c1ccc(-c2ccc(/C=N/NC(=O)c3ccccc3O)o2)cc1,1,-4,-14,0,10,.,-8,2,-4,-9,-11
C=C(C)CSc1nc2c(c(=O)[nH]c(=O)n2C)n1Cc1ccccc1,3,-2,4,6,-15,18,-8,-6,-10,13,12
CNC(=O)CN1C(=O)NC(c2ccccc2)(c2ccccc2)C1=O,-1,12,18,36,4,-18,5,0,18,1,-6
CC(=O)c1cccc(N(C(=O)CNC(=O)c2ccco2)C(C(=O)NC2CCCC2)c2ccco2)c1 (stereo not drawn),-2,6,-8,-15,4,7,-5,-12,8,-1,2
O=C(CC1S/C(=N/N=C/C=C/c2ccccc2)NC1=O)Nc1ccc(C(=O)O)cc1 (stereo not drawn),-3,8,1,-19,10,-2,-5,-1,6,3,-18
C/C(=N/NC(=O)CN1CCN(S(=O)(=O)c2ccc(Br)cc2)CC1)c1ccncc1,-2,13,-16,-12,2,4,-27,7,7,-24,-2
COc1ccc(CC(=O)N2CCN(S(=O)(=O)c3cc(Cl)ccc3Cl)CC2)cc1,-2,-18,7,10,4,0,-27,3,0,14,-8
COc1ccc([N+](=O)[O-])cc1NC(=O)COC(=O)Cn1cnc2ccccc2c1=O,-6,-37,-9,-1,5,7,23,-13,-3,3,14
CCCCc1cc(=O)oc2cc(OCC(=O)NCc3ccccn3)ccc12,-1,1,13,-9,15,7,2,-12,29,-32,-1
CN(C)S(=O)(=O)c1ccc(NC(=O)N2CCN(c3ccccc3)CC2)cc1,-4,-17,-28,-3,-15,-3,-15,-16,-4,16,5
CC(C)(C)C(=O)C[n+]1ccc(C(N)=O)cc1,-4,14,-5,-1,2,9,3,-1,14,-17,12
c1ccc(-c2csc3ncnc(-n4cnc5ccccc54)c23)cc1,6,12,3,-10,-3,17,3,16,7,8,-3
Cc1[nH]c2c(Br)cccc2c1[C@H]1[C@@H](CC#N)C1(C)C,7,10,3,5,-3,3,10,-7,13,4,2
CCOc1ccc(/C=C(/NC(=O)c2ccc(Cl)cc2)C(=O)O)cc1OCC,0,15,16,-2,12,-1,-3,-9,-5,-29,-12
NC(=O)c1ccc(NC(=O)c2cncn2-c2ccccc2)cc1,-1,-4,2,19,-4,1,4,-19,-10,5,-6
C=CCOc1ccc(CNc2nccs2)cc1OC,1,-10,12,-4,-6,-10,-11,0,-21,16,6
O=C(O)CCc1ccc(-c2cccs2)n1NC(=O)c1ccco1,-3,-4,-15,105*,5,-5,-24,-4,9,-3,5
C/C(=C\C(=O)c1ccc(Cl)cc1Cl)N(C)C,4,9,4,3,-2,5,4,-7,0,-4,5
O=C(Nc1ccc2c(c1)OCCO2)C(c1cc2ccccc2o1)N1CCC(Cc2ccccc2)CC1 (stereo not drawn),.,22,11,90*,-14,18,10,33,19,-4,85*
COc1ccc(C(=O)NCCc2cc3ccc(C)c(C)c3[nH]c2=O)cc1OC,7,13,-4,-19,16,21,10,6,11,-21,2
Cc1ccc(S(=O)(=O)NNC(=O)c2cccc(O)c2)cc1,-4,14,10,1,-4,0,18,-10,12,12,14
COc1ccc(CNS(=O)(=O)c2ccc3c(c2)N(C(C)=O)CCO3)cc1,-1,-3,7,4,-2,-7,4,-10,-21,-2,-13
O=C(Nc1ccccc1)/C(=C/c1ccccc1)c1ccccc1,2,-3,4,-6,-2,-9,-4,-3,-2,4,-8
COc1ccccc1C(=O)C(O)c1ccccc1OC (stereo not drawn),-1,-1,5,-10,-15,-17,3,-1,-4,18,9
Cc1c(C(=O)NNC(=O)c2csc(N3CCOCC3)n2)oc2ccc(Br)cc12,5,-1,4,-25,10,-12,4,-11,-10,-4,-40
O=C1Nc2ccccc2C12OCCCCO2,-4,-20,2,-2,-1,59,5,1,-5,-2,-3
COc1ccc(N2CCN(Cc3cc(=O)c(OCC(=O)Nc4ccccc4)co3)CC2)cc1,12,-7,4,9,1,13,-13,-9,-2,-2,0
O=C(COC(=O)c1nc(Cl)ccc1Cl)NC(=O)c1ccccc1,1,11,-14,0,8,-1,8,3,9,11,11
OCCCN1CNC(=S)NC1,-2,-7,-8,-1,2,-35,-19,2,-10,10,-21
Cn1c(CCNC(=O)c2ccco2)nc2cc(NC(=O)c3ccccc3)ccc21,-22,-58,1,-29,-7,-78,-74,-30,-45,4,-37
Cc1ccc2nc3sc(C(=O)NCc4ccco4)c(N)c3cc2c1,-33,-94,21,44,8,-66,-79,-30,-158,-16,19
COc1cccc(C2CC(=O)N3CN(c4cccc(Cl)c4C)CSC3=C2C#N)c1OC (stereo not drawn),-6,-21,-8,8,2,6,-25,-1,-17,0,20
O=C1NC(=O)/C(=C/c2ccccc2Cl)N1,4,-32,-5,12,2,-5,-12,10,-11,0,18
C=CCC1NS(=O)(=O)OCC1C(C)C (stereo not drawn),-4,1,-26,-8,4,4,3,4,-26,0,-28
O=C(O)/C=C/c1coc2ccc(F)cc2c1=O,1,7,-6,-5,-2,-2,-1,-3,-3,9,-9
Cc1ccccc1C(=O)NC(=S)Nc1ccc(S(=O)(=O)N2CCOCC2)cc1,-3,17,-4,0,3,4,6,8,23,0,-18
Cc1cc(C)cc(NC(=O)CCn2c(=O)c3cccn3c3ccccc32)c1,17,-3,6,8,-11,39,9,4,12,-23,-14
O=C(CSc1ccc(Cl)cc1)Nc1nnc(-c2cccc([N+](=O)[O-])c2)s1,11,-13,-16,-28,10,-1,-1,-2,10,-27,-1
COc1cc2c(cc1OC)C(=O)N1[C@H]3c4ccccc4OC[C@@H]3[C@H](c3ccccc3)[C@]1(C)C(=O)N2,-50,13,-1,3,1,-25,14,23,29,-15,-4
CC1C=CCC2C(=O)N(c3cccc(C(=O)NCc4ccccc4)c3)C(=O)C12 (stereo not drawn),5,3,-7,7,-34,-16,14,-4,4,13,8
Cc1cc(C(=O)COC(=O)C2=NN(c3ccccc3)C(=O)CC2)c(C)n1CC(F)(F)F,1,15,-3,7,9,7,3,-6,-14,-18,-3
O=C(O)CC1=C(O)C(=O)N(c2ccccc2)C1c1ccc(Cl)cc1 (stereo not drawn),-3,-5,-2,-1,16,-7,1,-10,-38,-13,.
CC(C)CN(C(=O)COC(=O)c1ccccn1)c1c(N)n(Cc2ccccc2)c(=O)[nH]c1=O,-4,13,-3,6,8,-9,-47,-9,-2,-8,-33
CCCN1C(=O)/C(=C2\SC(N3CCCCC3)=NC2=O)c2ccccc21,-28,-23,43,2,-14,-45,-35,-30,-70,16,-10
Cc1cc(C(=O)N2CCCC(N3CCN(c4cccc(C(F)(F)F)c4)CC3)C2)no1 (stereo not drawn),8,18,2,-1,-18,9,-1,-11,3,-1,-7
O=C(O)c1c(Cl)nc2ccccn12,5,-3,-2,2,8,-12,-18,5,-5,-7,5

Continued:
canonical_smiles,LMP1 NFkB inh,NCOA3 inh,C8 TRAIL sens,TWEAK Fn14 block,KKLEB cytotox,Shn3 3UTR inh,NCOA1 inh,COUP-TFII inh,NR5A2 inv ag,CF NFkB block,TROY signal inh
CCCCn1c(-c2nn(C)c(C)c2Cl)n[nH]c1=S,-4,-19,3,-34,3,-8,-8,3,17,-2,0
O=C(c1csc2c1CCCC2)N1CCN(c2ccc(F)cc2)CC1,-6,-7,-7,-7,4,14,-16,29,-11,-4,-3
COc1ccccc1NC(=O)C(C)OC(=O)c1cccc(-n2cnnn2)c1 (stereo not drawn),3,23,-11,-8,6,-10,-9,-20,9,10,0
COC(=O)c1ccc2c(c1)NC1=C(C(=O)CC(C)(C)C1)C(c1ccncc1)N2 (stereo not drawn),-9,-3,1,1,0,-26,1,-8,-23,-5,-19
CC(NC(=O)NNC(=O)c1ccncc1)(C(F)(F)F)C(F)(F)F,-4,15,-10,18,0,-2,14,7,0,1,0
COc1ccccc1NC1CCCCC1NS(=O)(=O)c1ccc(C)cc1 (stereo not drawn),-3,4,3,-7,10,23,10,1,21,-19,-10
CCCCc1cc(=O)oc2cc(C)cc(OCC(=O)NCc3ccccn3)c12,-1,-10,5,-10,-2,3,-25,10,14,-3,-11
O=C1N=C(N2CCOCC2)S/C1=C/c1ccc(-c2ccc(F)cc2)o1,-59,2,-7,-41,-4,5,-3,-21,6,-34,6
